Compound activity deposited in PubChem BioAssay by National Center for Advancing Translational Sciences (NCATS).
D1 ag = Allosteric Agonists of the Human D1 Dopamine Receptor: qHTS; D(1A) dopamine receptor (Homo sapiens), P21728; HEK293 T-REx D1 cells, calcium flux, agonist mode; activation, % at 2 µM; 1% of 360,000 active; in the data active means activation above about 30%; further: 0% is about no effect
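Tetracycline-induced HEK293 TREx D1 cells, force-coupled to calcium signalling, were dye-loaded with a no-wash calcium kit. Compound was pin-added after a 10 s baseline. Fluorescence was read kinetically at 1 cycle/s for 180 s, with calcium rises flagged as agonism.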
Vif-APOBEC3G blk = qHTS for Inhibitors of Vif-A3G Interactions: qHTS. HeLa A3G-eYFP + Vif (tagged APOBEC3G with the HIV-1 protein that degrades it), YFP fluorescence, overnight. Potency, µM (top dose mostly 46.1 µM), for the others: at the highest dose activity, negative = active, most hits filed as inhibitors. 0.076% of 410,000 active. DNA dC->dU-editing enzyme APOBEC-3G (Homo sapiens), Q9HC16. AID 602310, 2012;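 further: potency means the concentration at half of the fitted maximal effect; on the % scale 0 is the no-effect control and ±100 the full control effect; nearly all actives have a fitted effect of over 60% in size; hits raise eYFP signal because A3G escapes Vif-driven loss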
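Read-out is eYFP fluorescence (Ex 488/Em 500-530) from Vif-expressing HeLa A3G-eYFP cells; more signal means A3G escaped Vif-mediated degradation. Cells plated overnight, compound pinned in, incubated overnight at 37 deg C.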
RXFP1 ag = qHTS Assay for Agonists of the Relaxin Receptor RXFP1; Potency, µM (highest dose often 57.5 µM), inactives show top-dose activation, actives largely listed as activators; HEK293T-RXFP1 cAMP TR-FRET, 30 min; response scale: percent of porcine relaxin response, buffer zero; Relaxin receptor 1 (Homo sapiens), Q9HBX9; 0.3% of 370,000 active; AID 2676, 2010; further: potency means the concentration at half of the fitted maximal effect; on the % scale 0 is the no-effect control and ±100 the full control effect; nearly all actives have a fitted effect of over 60% in size; many of its hits are not listed in these tables
Target sequence (Q9HBX9 whole entry, looked up): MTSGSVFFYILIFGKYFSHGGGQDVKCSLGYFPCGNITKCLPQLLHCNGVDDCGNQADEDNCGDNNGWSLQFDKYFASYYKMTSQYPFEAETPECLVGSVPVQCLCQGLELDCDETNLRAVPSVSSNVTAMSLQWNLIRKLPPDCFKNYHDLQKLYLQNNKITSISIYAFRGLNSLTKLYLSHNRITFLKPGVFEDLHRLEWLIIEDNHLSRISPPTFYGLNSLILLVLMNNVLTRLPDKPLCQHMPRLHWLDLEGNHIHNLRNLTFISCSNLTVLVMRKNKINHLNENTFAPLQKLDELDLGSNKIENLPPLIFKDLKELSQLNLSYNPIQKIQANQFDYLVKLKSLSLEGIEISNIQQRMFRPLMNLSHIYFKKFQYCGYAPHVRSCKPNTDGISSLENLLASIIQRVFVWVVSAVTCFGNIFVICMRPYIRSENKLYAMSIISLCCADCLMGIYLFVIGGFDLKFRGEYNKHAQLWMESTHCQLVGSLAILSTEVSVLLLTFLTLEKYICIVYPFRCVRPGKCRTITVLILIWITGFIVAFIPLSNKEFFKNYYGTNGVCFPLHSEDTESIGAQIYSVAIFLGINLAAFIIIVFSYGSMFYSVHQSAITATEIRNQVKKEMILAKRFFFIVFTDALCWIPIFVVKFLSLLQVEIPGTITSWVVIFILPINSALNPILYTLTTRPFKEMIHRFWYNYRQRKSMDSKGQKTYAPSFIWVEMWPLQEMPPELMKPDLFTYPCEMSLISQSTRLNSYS
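cAMP rise read by TR-FRET after 30 min, 37C compound exposure (up to 58 uM) in RXFP1-transfected HEK293 cells with Ro 20174 present. EC50 from Hill-equation fits, with 29 nM porcine relaxin as 100% and buffer as basal.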
D1 antag = Antagonist of Human D 1 Dopamine Receptor: qHTS. activity change, negative = inhibition, % at 10 µM. D(1A) dopamine receptor (Homo sapiens), P21728. AID 504652, 2011. 3.2% of 360,000 active. HEK293 TREx D1 cells, calcium flux, dopamine EC80; stronger effect = lower value; in the data active means activity change below about -30%; further: on the % scale 0 is the no-effect control and ±100 the full control effect
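Kinetic fluorescence of a calcium dye serves as the read-out. D1-expressing Hek293 Trex cells, induced overnight at 30 C, are exposed to compound for 180 s before an EC80 dopamine addition, then read 180 s further.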
D1 potentiator = Potentiators of Human D1 Dopamine Receptor: qHTS; 0.036% of 360,000 active; HEK293 TREx D1 cells, calcium flux, dopamine EC20 potentiation; AID 504651, 2011; potentiation, % at 10 µM; in the data active means potentiation above about 30%; further: 0% is about no effect
Glioma ERSR ind = qHTS for Inducers of the Endoplasmic Reticulum Stress Response (ERSR) in Human Glioma: qHTS; U87-MG GRP78 promoter luciferase reporter, 16 h; Potency, µM, for the others: at the top dose activation, most hits filed as activators; 0.02% of 420,000 active; AID 602332, 2012; further: potency means the concentration at half of the fitted maximal effect; series mostly up to about 76 µM; % of control where 0% means no effect; nearly all actives have a fitted effect of over 35% in size
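ERSR induction read as luciferase luminescence (Bright-Glo, 10 min at room temperature) in stably transfected human U87-MG glioma cells exposed to compounds for 16 h, using GRP78 as sensor.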
Vif-APOBEC3F blk = qHTS for Inhibitors of Vif-A3F Interactions: qHTS | Potency, µM (top dose mostly 46.1 µM), for inactives: at the highest dose activity, negative = active | HeLa A3F-eYFP + Vif (tagged APOBEC3F with the HIV-1 protein that degrades it), YFP fluorescence increase | 0.2% of 390,000 active; further: potency means the concentration at half of the fitted maximal effect; % of control where 0% means no effect; nearly all actives have a fitted effect of over 65% in size
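HeLa cells stably expressing Vif plus C-terminally eYFP-tagged A3F were seeded, incubated overnight at 37 deg C, dosed with compound, incubated overnight again at 37 deg C. Yellow fluorescence (Ex 488/Em 500-530) reported blocked Vif-mediated A3F-eYFP degradation.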
D2 PAM = HTS Assay for Positive Allosteric Modulators of the Human D2 Dopamine Receptor: Primary Screen for Potentiators; D(2) dopamine receptor (Homo sapiens), P14416; potentiation, % at 10 µM; 0.34% of 340,000 active; HEK293 T-REx D2, calcium flux, EC20 dopamine potentiation; AID 485347, 2010;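 active means potentiation over 3 SD above the plate norm, cut at about 30% in these data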; further: 0% is about no effect
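Tetracycline-induced HEK293 T-REx cells force-coupled to calcium signalling expressed D2; compounds were pin-added after a 10 s baseline, read kinetically 180 s, then an EC20 dopamine challenge followed with a further 180 s calcium read.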
LDHA inh = qHTS assay for inhibitors of human lactate dehydrogenase. L-lactate dehydrogenase A chain (Homo sapiens), P00338. purified LDHA, NADH/diaphorase-resazurin fluorescence; stronger effect = lower value. activity change, % (values are at about 110 or 230 µM). 0.15% of 480,000 active. AID 1347041, 2019; in the data active means activity change below about -30%; inconclusive means mostly about -25% to -30%;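 further: plate controls were DMSO wells for no effect and wells without enzyme for full effect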
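Remaining NADH was detected by diaphorase (0.133 mg/mL) converting 37 µM resazurin to fluorescent resorufin, read at 0 and 20 minutes. The preceding 5-minute room-temperature reaction used 2 nM LDHA, 0.2 mM sodium pyruvate and 0.06 mM NADH at pH 7.4.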
* marks the source's active call; other numbers are inactive results; ? = inconclusive; / = not tested or not shown; & = joins results of further samples. Unless noted, the call rests on the fitted dose curve; in most records, active means well fitted curve in the direction sought with a large enough effect; inconclusive means small, poorly fitted or top-dose-only effect, or another doubt; inactive means no such curve, though single readings can be large; an effect the other way counts as inactive or inconclusive. Some of the compounds tested, so the mix of outcomes need not match the whole.

SMILES | D1 ag | Vif-APOBEC3G blk | RXFP1 ag | D1 antag | D1 potentiator | Glioma ERSR ind | Vif-APOBEC3F blk | D2 PAM | LDHA inh
N#Cc1c(N)c(C(=O)c2ccc(Br)cc2)n2c1CCC2 | 0 | -1% | 23% | 8 | -9 | -4% | -7% | 0 | -9
CCOC(=O)Cn1c(=O)c2c(nc(N3CCCCC3)n2Cc2ccccc2)n(C)c1=O | -1 | -6% | 0.7% | -5 | 3 | -3% | -14% | / | -2
COc1ccc(-n2c(SCC(N)=O)nnc2-c2cccnc2)cc1 | 1 | -3% | 0.4% | -2 | -1 | -4% | 1% | 2 | -2
CCOC(=O)C1=C(C)N(C)C(=O)C1CC(=O)O (stereo not given) | 5 | 0% | 2.1% | -2 | -2 | 1% | 0% | 11 | -10
COc1ccc2[nH]c(C(=O)N3CCC(Cc4ccccc4)CC3)cc2c1 | 5 | -1% | 0.0% | 2 | 1 | -2% | 5% | -2 | -4
COc1cc2c(cc1O)[C@H](Cc1ccc(Oc3cc(C[C@@H]4NCCc5cc(OC)c(O)cc54)ccc3O)cc1)NCC2 | -1 | / | -1.4% | -20 | -8 | / | / | -16 | /
CCCCn1c(NC(=O)c2ccccc2Cl)c(C#N)c2nc3ccccc3nc21 | 17 | ? | 9.9% | -39* | -10 | 7% | ? | 6 | 18
O=C(CSc1n[nH]c(-c2ccc(S(=O)(=O)NC3CCCCC3)cc2)n1)N1CCCC1 | 1 | 1% | 0.5% | 12 | -2 | 0% | 2% | -4 | 7
COC(=O)NN=C1CCC(c2ccccc2)CC1 (stereo not given) | 0 | -1% | -1.8% | 4 | 0 | -3% | -3% | 4 | 0
COC(=O)c1ccc(-c2nc(-c3ccc(Br)o3)no2)cc1 | 5 | -2% | 2.0% | -6 | 0 | -3% | -5% | 3 | -7
O=C(Nc1ccc(Br)cc1F)N1CCC2(CC1)Oc1ccccc1C(=O)N2Cc1ccccc1F | 4 | / | 3.9% | 7 | 4 | / | / | -2 | -3
O=C(CSc1nncs1)NC(=O)Nc1ccc2c(c1)OCCO2 | 5 | -4% | 1.5% | 8 | 4 | -4% | -3% | -6 | -3
CCOc1ccc(C(=O)CCN2CCCCCC2)cc1 | 1 | -20% | 0.1% | -23 | -3 | -17% | -2% | / | 1
c1ccc(Cn2nnnc2C(c2cccnc2)N2CCN(c3ccccc3)CC2)cc1 (stereo not given) | 1 | 0% | -0.6% | 4 | -3 | -4% | -1% | -13 | 0
S=C(NCCc1ccccc1)Nc1ccc(Cl)cc1 | 15 | 4% | 4.8% | -18 | -7 | 1% | -2% | -10 | -2
Clc1ccccc1C1Nc2cccc3cccc(c23)N1 | -2 | 2% | 0.2% | 29 | -2 | 0% | 10% | -9 | 9
Cc1nc(-c2ccc(NC(=O)CC(C)C)cc2)cs1 | 0 | -1% | 1.0% | -7 | -1 | -5% | 0% | -1 | -13
Clc1ccc(OCCCN2CCCC2)cc1Cl | 12 | 5% | 3.1% | 3 | -4 | 1% | -1% | -24 | -22
COC1(OC)N=C(N)C2(C#N)C(c3ccc(F)cc3)C12C#N (stereo not given) | -1 | 2% | 0.6% | 21 | 0 | -2% | 2% | -16 | -9
CCc1cc2c(SC(C)C(=O)NC3CCCC3)ncnc2s1 (stereo not given) | / | -10% | / | / | / | 1% | -10% | / | -5
O=C(c1ccco1)N1CCN(C(=O)C2Cc3ccccc3CN2S(=O)(=O)c2ccc(F)cc2)CC1 (stereo not given) | 1 | 0% | 0.8% | -13 | -5 | -1% | -6% | 6 | -4
CCN(CC)S(=O)(=O)c1ccc(NS(=O)(=O)c2cccc(C)c2)cc1 | 1 | 0% | 1.4% | 11 | -8 | -3% | 6% | -2 | -8&-9
O=C(CSC1=NS(=O)(=O)c2cc(F)ccc2N1)NCCc1ccccc1 | 2 | -1% | 2.4% | 8 | 1 | -3% | 7% | -6 | 1
Cn1c(C(=O)N2CCC(C(N)=O)CC2)cc2cc(Cl)ccc21 | 1 | -11% | 4.9% | 9 | -1 | -5% | -49% | 3 | -1
CCOC(=O)C1CCN(S(=O)(=O)c2ccc3c(c2)CC(=O)N3C)CC1 | 2 | -4% | -0.1% | 1 | 1 | -1% | 14% | 11 | 19
Continuation.
SMILES | D1 ag | Vif-APOBEC3G blk | RXFP1 ag | D1 antag | D1 potentiator | Glioma ERSR ind | Vif-APOBEC3F blk | D2 PAM | LDHA inh
O=C(N/N=C/c1cccc(OC(=O)c2cccc(Br)c2)c1)c1cccnc1 | 1 | -10% | -0.8% | -7 | 7 | 0% | 5% | 3 | -6
CCOC(=O)N1CCN(C(=O)C2CCN(C(=O)c3ccc(C(C)(C)C)cc3)CC2)CC1 | 3 | 0% | 1.9% | 7 | -1 | 1% | -17% | -8 | -6
COc1ccccc1C(=O)Nc1ccnn1C1CCN(Cc2cc(C)c(C)cc2C)CC1 | 4 | 3% | -3.6% | -14 | -3 | -2% | -2% | -23 | -6
O=C(Nc1cccc(S(=O)(=O)N2CCCC2)c1)c1cncc(Br)c1 | / | -1% | / | / | / | 11% | -5% | / | 1
COc1ccc(NC(=O)CSc2nc(=O)n(CCN(C)C)c3c2CCCC3)cc1 | 2 | 0% | 1.8% | 1 | -2 | -4% | -14% | 22 | -2
O=S(=O)(NCCc1cccs1)c1ccc(Br)cc1 | 2 | 4% | 0.2% | -5 | -5 | -2% | -5% | -14 | -4
COc1cccc(C2C([N+](=O)[O-])=C(N)Oc3cc(C)oc(=O)c32)c1 (stereo not given) | 1 | 2% | 3.1% | -15 | -8 | -3% | 12% | 5 | 2
CCOc1cc(/C=N/Nc2nc(=O)[nH]nc2C)ccc1O | 6 | 0% | 0.0% | 21 | -6 | 4% | 1% | -1 | -4
COc1ccc(S(=O)(=O)N2CCN(C(=O)C3CCCCC3)CC2)cc1 | 2 | 2% | 0.5% | -11 | -1 | -3% | 15% | 13 | -9
CN(C)c1ccc(-c2noc(C3CCN(S(=O)(=O)c4ccc(C(=O)O)cc4)CC3)n2)cc1 | / | 4% | / | / | / | -8% | 2% | / | 5
Cc1cccc(N2CCN(C(=O)C3CCN(C(=O)c4cc5sccc5n4C)CC3)CC2C)c1 (stereo not given) | 21 | -15% | 0.1% | -29 | -2 | -7% | 0% | 23 | 0
CCOC(=O)C1C(O)=CC(=O)CC1c1ccccc1 (stereo not given) | 2 | -2% | -1.4% | -4 | 4 | -4% | -7% | 13 | 6
O=C(NCCN1CCOCC1)C(Sc1ccccc1)c1ccccc1 (stereo not given) | 0 | -1% | -0.3% | -2 | -1 | -5% | -15% | -8 | -6
Cc1cccc(NC(=O)CSc2c3c(nc4ccccc24)CCC3)n1 | 1 | ? | 2.4% | 7 | 0 | -7% | -10% | / | -8
C=CCC1(CC=C)CCCN1C(=O)c1cc(COc2cccc(OC)c2)on1 | 14 | 1% | 1.4% | -9 | 5 | -2% | 4% | 2 | 0
CCOc1ccc(S(=O)(=O)Nc2ccccc2C(=O)Nc2ccccc2N2CCOCC2)cc1 | 2 | -2% | 0.2% | 0 | 0 | -3% | -2% | -8 | 2
Cc1ccccc1CCNC(=O)C1CCC(=O)N(C2CCCCCC2)C1 (stereo not given) | 4 | 1% | 4.8% | -3 | -13 | 1% | 5% | 7 | -4
Cc1[nH]n(-c2ccc([N+](=O)[O-])cc2)c(=O)c1/C=N/N1CCOCC1 | 3 | 0% | ? | -2 | 4 | 2% | -6% | 5 | -5
O=C(Cc1ccccc1)Nc1ncccn1 | -1 | -1% | -0.2% | 2 | -10 | -2% | -11% | 12 | -7
CCn1cnc2c1c(=O)n(CC(=O)Nc1ccc3c(c1)OC(F)(F)O3)c(=O)n2Cc1ccccc1 | 2 | -2% | 0.5% | 8 | 3 | -6% | 0% | 6 | 9&2
CCCC(=O)n1nc(-c2ccc(OC)cc2)nc1N | 1 | 7% | -0.6% | 18 | 0 | 2% | 0% | 7 | -2
CCC(C)NC(=O)Cn1c(=O)n(-c2cc(OC)cc(OC)c2)c(=O)c2ccccc21 (stereo not given) | -2 | 3% | ? | -9 | 0 | -1% | 0% | -5 | -4
O=C(Nc1cc(S(=O)(=O)N2CCCCC2)ccc1Oc1ccccc1)C1=COCCO1 | 8 | 2% | 3.4% | -20 | -1 | -6% | -7% | / | -3
CC(OC(=O)CCCc1nc2ccccc2s1)C(=O)NC(N)=O (stereo not given) | 2 | -2% | -1.2% | 4 | 2 | -7% | -6% | -6 | -4
Cc1cc(C(=O)COC(=O)c2ccc(F)cc2F)c(C)n1C1CC1 | 2 | 1% | 1.4% | 8 | 0 | -1% | 1% | 9 | -2

Full records, looked up by structure. Values in the order: D1 ag | Vif-APOBEC3G blk | RXFP1 ag | D1 antag | D1 potentiator | Glioma ERSR ind | Vif-APOBEC3F blk | D2 PAM | LDHA inh
`O=C(Nc1cccc(S(=O)(=O)N2CCCC2)c1)c1cncc(Br)c1` across the screens: / | -1% | / | / | / | 11% | -5% | / | 1
`CC(OC(=O)CCCc1nc2ccccc2s1)C(=O)NC(N)=O` (stereo not given) across the screens: 2 | -2% | -1.2% | 4 | 2 | -7% | -6% | -6 | -4
`CCOc1cc(/C=N/Nc2nc(=O)[nH]nc2C)ccc1O` across the screens: 6 | 0% | 0.0% | 21 | -6 | 4% | 1% | -1 | -4
